VLA-4 inh: inhibition in a human VLA-4 binding assay; inhibition, % (about 7 µM as worked out from the volumes in the protocol); P13612; VLA-4 expressing cells, ligand binding flow cytometry; 330,000 compounds, 0.2% hits; in the data active = inhibition above about 50%
Target sequence (P13612 whole entry, looked up): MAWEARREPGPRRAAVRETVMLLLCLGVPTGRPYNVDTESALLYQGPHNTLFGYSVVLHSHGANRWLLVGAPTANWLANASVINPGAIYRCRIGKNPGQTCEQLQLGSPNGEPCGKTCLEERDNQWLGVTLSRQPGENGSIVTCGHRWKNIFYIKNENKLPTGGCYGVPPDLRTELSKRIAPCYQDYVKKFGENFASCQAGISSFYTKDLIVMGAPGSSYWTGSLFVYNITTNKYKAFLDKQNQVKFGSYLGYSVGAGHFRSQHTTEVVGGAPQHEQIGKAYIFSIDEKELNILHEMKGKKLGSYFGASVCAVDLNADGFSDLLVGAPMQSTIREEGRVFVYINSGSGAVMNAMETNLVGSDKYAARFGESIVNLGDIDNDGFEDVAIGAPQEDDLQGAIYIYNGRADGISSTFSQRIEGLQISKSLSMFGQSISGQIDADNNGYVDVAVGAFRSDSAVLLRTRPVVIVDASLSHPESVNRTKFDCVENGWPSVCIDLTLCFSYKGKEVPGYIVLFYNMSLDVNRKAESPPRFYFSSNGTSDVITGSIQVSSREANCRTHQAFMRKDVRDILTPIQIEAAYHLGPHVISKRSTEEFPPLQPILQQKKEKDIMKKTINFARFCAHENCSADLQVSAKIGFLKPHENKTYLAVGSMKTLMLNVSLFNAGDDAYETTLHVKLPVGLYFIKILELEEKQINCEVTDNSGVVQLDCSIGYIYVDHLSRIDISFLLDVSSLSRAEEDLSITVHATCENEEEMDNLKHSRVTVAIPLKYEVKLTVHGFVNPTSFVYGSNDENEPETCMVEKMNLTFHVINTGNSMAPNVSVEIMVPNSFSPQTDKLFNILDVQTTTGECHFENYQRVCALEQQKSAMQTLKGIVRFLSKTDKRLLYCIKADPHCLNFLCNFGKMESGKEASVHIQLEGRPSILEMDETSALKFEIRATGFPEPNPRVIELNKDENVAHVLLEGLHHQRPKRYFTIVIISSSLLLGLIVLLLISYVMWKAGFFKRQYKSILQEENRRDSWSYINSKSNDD
Yeast superoxide: lowers age-related superoxide in aged yeast cells; S. cerevisiae aged cells, superoxide DHE fluorescence; active compounds read low; superoxide response (% of plate mean), % at 10 µM; 330,000 compounds, 0.18% hits; AID 2690;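 active = superoxide response under a set limit, about three screen SD below normal, cut at about 65% in these data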;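 note: yeast aged for seven days with compound at 30 °C before DHE staining; 100% = average MFI of all compound-treated wells on the plate with controls excluded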
GRK2 aptamer HTS: inhibitors of human GRK2 displacing RNA aptamer. P25098. bead flow cytometry, FAM-aptamer displacement from GRK2. inhibition of aptamer binding, % at 10 µM. 330,000 compounds, 0.59% hits. AID 488847;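 active = inhibition of aptamer binding above 40%, roughly 3 SD of noise, on plates passing a quality check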;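 note: median bead fluorescence of bound FAM aptamer so fluorescent compounds give negative values; no value below 0 was filed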
CIT2-GFP yeast: yeast TOR pathway CIT2-GFP modulation; S. cerevisiae CIT2-GFP strain, flow cytometry, 3 h; 100 means same as DMSO wells; GFP response vs DMSO, % at 10 µM; 320,000 compounds, 0.065% hits; AID 2029;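 active = GFP response relative to DMSO above a set limit, near the screen mean plus 3 SD, cut at about 150% in these data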;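 note: ratio of well median GFP fluorescence to mean of DMSO wells on the plate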
LAP4-GFP MLPCN: alters LAP4-GFP fluorescence in TOR pathway yeast screen | S. cerevisiae LAP4-GFP multiplex, flow cytometry GFP, 3 h; median GFP as percent of DMSO wells | GFP response vs DMSO, % at 10 µM | 320,000 compounds, 0.34% hits | AID 2023;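 active = GFP response vs DMSO above a set limit, about the screen mean plus 3 SD, cut at about 150% in these data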
MEP2 TOR yeast: yeast TOR pathway MEP2-GFP modulation | S. cerevisiae MEP2-GFP strain, flow cytometry GFP, 3 h; 100% = DMSO control level | GFP response vs DMSO, % at 10 µM | 330,000 compounds, 0.51% hits | AID 2016;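 active = GFP response versus DMSO above a set limit, roughly screen mean plus 3 SD, cut at about 180% in these data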;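 note: median GFP fluorescence of the barcode-gated MEP2-GFP cells per well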
AGP1-GFP MLPCN: yeast TOR pathway AGP1-GFP modulation. S. cerevisiae AGP1-GFP multiplex flow cytometry, 3 h; GFP as percent of DMSO wells. GFP response vs DMSO, % at 10 µM. 320,000 compounds, 0.02% hits. AID 2066;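 active = GFP response relative to DMSO above a set limit, near screen average plus 3 SD, cut at about 150% in these data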;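 note: median GFP channel fluorescence of the gated AGP1 strain per well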
RPL19A-GFP yeast: yeast TOR pathway RPL19A-GFP modulation; S. cerevisiae RPL19A-GFP strain, flow cytometry, 3 h; active compounds read low; percent response vs DMSO, % at 10 µM; 330,000 compounds, 0.3% hits; AID 2025;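 active = percent response vs DMSO below 50%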;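 note: median channel GFP fluorescence of the barcoded RPL19A-GFP strain; ratio of sample median GFP to plate DMSO average so 100% = DMSO; lower means less RPL19A-GFP as with rapamycin TOR inhibition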
Numbers without * were called inactive; nt = not tested or not shown.

SMILES | VLA-4 inh | Yeast superoxide | GRK2 aptamer HTS | CIT2-GFP yeast | LAP4-GFP MLPCN | MEP2 TOR yeast | AGP1-GFP MLPCN | RPL19A-GFP yeast
CCOC(=O)CSc1nc2ccsc2c(=O)[nH]1 | 7 | 102 | 0 | 101 | 95 | 99 | 100 | 94
Cc1cc(C)nc(NCc2ccc(Cl)cc2)n1 | -7 | 105 | nt | 107 | 88 | 102 | 95 | 101
Cc1cc(C)c(C)c(S(=O)(=O)N2CCN(C)CC2)c1C | 9 | 107 | 0 | 107 | 97 | 109 | 105 | 100
Cc1ccc(C)c(S(=O)(=O)N2CCCC2CNC(=O)C(=O)NCCc2ccccc2)c1 (stereo unspecified) | -3 | 99 | 0 | 89 | 108 | 97 | 106 | 101
O=C1c2ccccc2C(Nc2ccc(S(=O)(=O)N3CCCCC3)cc2)N1c1ccccn1 (stereo unspecified) | -11 | 119 | 0 | 92 | 103 | 99 | 103 | 96
CCOC(=O)C1=C(C)NC(=S)NC1c1ccco1 (stereo unspecified) | -6 | 94 | 3 | 92 | 104 | 92 | 95 | 95
CC/C(=N\NC(=O)Nc1ccccc1)c1ccccc1 | -6 | 80 | 0 | 104 | 109 | 102 | 106 | 108
COc1ccc(C2OC34CCCCC3C(C#N)(C#N)C2(C#N)C(=N)O4)cc1 (stereo unspecified) | 11 | 82 | 0 | 80 | 93 | 139 | 32 | 63
CCOC(=O)c1nc(C)[nH]c1C(=O)OCC | -8 | 111 | 2 | 100 | 98 | 115 | 88 | 100
Cc1ccc(S(=O)(=O)N2CCC(C(=O)Nc3ccccc3N3CCCC3)CC2)cc1C | 5 | 98 | 3 | 85 | 101 | 89 | 99 | 96
CC(CCc1ccco1)NC(=O)c1cc2c(-c3ccccc3F)nn(C)c2s1 (stereo unspecified) | -9 | 86 | 3 | 98 | 88 | 91 | 96 | 99
Cc1cccc(OCC(=O)N2CCN(C(=O)CCC3CCCC3)CC2)c1 | 3 | 105 | 0 | 107 | 110 | 114 | nt | 101
COc1ccc(Cn2c(SCC(=O)NCc3ccco3)nc3ccsc3c2=O)cc1 | 9 | 111 | 1 | 99 | 106 | 101 | 102 | 103
CCN1CCN(C(=O)/C=C/c2ccc([N+](=O)[O-])cc2)CC1 | 0 | 93 | 0 | 98 | 98 | 94 | 97 | 100
Cc1nc(-c2cccc(NC(=O)COc3ccc(Cl)cc3)c2)cs1 | 2 | 108 | 2 | 106 | 68 | 98 | 82 | 104
NC(CSCc1cccc(Br)c1)C(=O)O (stereo unspecified) | -2 | 90 | 3 | 85 | 93 | 91 | 84 | 93
CCc1ccccc1S(=O)(=O)Cc1ccc(C(=O)NCc2cccs2)o1 | 0 | 99 | 0 | 97 | 101 | 102 | 106 | 100
CCN1C(=O)c2ccccc2S(=O)c2ccc(C(=O)NCCN(CC(C)C)CC(C)C)cc21 (stereo unspecified) | 2 | 107 | 12 | 98 | 103 | 102 | 104 | 98
COc1ccc(C(NC(=O)CN2C(=O)NC3(CCc4ccccc43)C2=O)c2ccccc2)cc1 (stereo unspecified) | 0 | 99 | 1 | 99 | 103 | 100 | 100 | 97
CCOc1ccc2ccccc2c1/C=N\NC(=O)OC | 10 | 96 | 1 | 77 | 92 | 87 | 92 | 93
Cc1cccc(-n2cnc3cc([N+](=O)[O-])ccc32)c1 | -6 | 101 | 0 | 85 | 108 | 102 | 89 | 99
Cc1c(NC(=O)C(C)Sc2ccc3ccccc3n2)c(=O)n(-c2ccccc2)n1C (stereo unspecified) | 5 | 100 | 4 | 98 | 98 | 97 | 97 | 97
COc1ccc(Oc2ccc(C(F)(F)F)cc2NC(=O)c2ccc(OC)cc2)cc1 | 10 | 104 | 2 | 92 | 96 | 107 | 93 | 102
O=C(C1CCCN(Cc2ccccc2)C1)N1CCCCC1 (stereo unspecified) | -8 | 103 | 1 | nt | 90 | 105 | 107 | 103
CN1CCN(C(=O)C2CCN(c3ncc(C(F)(F)F)cc3Cl)CC2)CC1 | 21 | 100 | 0 | 103 | 104 | 103 | 105 | 98
SMILES | VLA-4 inh | Yeast superoxide | GRK2 aptamer HTS | CIT2-GFP yeast | LAP4-GFP MLPCN | MEP2 TOR yeast | AGP1-GFP MLPCN | RPL19A-GFP yeast
N/C(=N\OC(=O)c1ccc([N+](=O)[O-])cc1Cl)c1ccccn1 | 0 | 94 | 0 | 89 | 92 | 98 | 88 | 92
O=C(Cn1cc(S(=O)(=O)Cc2ccccc2F)c2ccccc21)N1CCOCC1 | 0 | 99 | 3 | 105 | 101 | 110 | 103 | 104
CC1CCc2nc3ccc(S(=O)(=O)N4CCC(C(=O)O)CC4)cc3c(C(=O)O)c2C1 (stereo unspecified) | 0 | 100 | 3 | 108 | 104 | 98 | 105 | 103
Fc1ccccc1Cn1cc(C(=S)N2CCOCC2)c2ccccc21 | 0 | 70 | 2 | 90 | 108 | 98 | 96 | 93
C/C(=N/NS(=O)(=O)c1ccc(C)c(C)c1)c1ccncc1 | -1 | 89 | 0 | 96 | 98 | 95 | 99 | 99
COc1cccc(C2=NOC(C(=O)Nc3cc(OC)c(OC)c(OC)c3)C2)c1 (stereo unspecified) | 9 | 95 | 1 | 102 | 104 | 104 | 96 | 100
CCS(=O)(=O)NCC(c1ccco1)N1CCN(c2ccc(F)cc2)CC1 (stereo unspecified) | 2 | 95 | 5 | 101 | 93 | 100 | 103 | 102
Cc1c(-n2cc(C(=O)O)c(=O)c3cc(F)c(N4CCCC(O)C4)c(F)c32)c(=O)n(-c2ccccc2)n1C (stereo unspecified) | -1 | 112 | 0 | 100 | 95 | 104 | 105 | 105
Cc1ccc(S(=O)(=O)N2CCC(C(=O)N3CC(C)OC(C)C3)CC2)cc1 (stereo unspecified) | 11 | 97 | 0 | 114 | 99 | 101 | 104 | 107
Cn1c(=O)c2c(nc(Oc3ccccc3Br)n2C)n(C)c1=O | -9 | 107 | 2 | 103 | 95 | 113 | 98 | 106
CCc1c(C)nc(SC/C=C/c2ccccc2)[nH]c1=O | 3 | 90 | 0 | 96 | 98 | 93 | 93 | 97
COc1ccc(C2/C(=C(/O)c3ccc(C)cc3)C(=O)C(=O)N2C)cc1 (stereo unspecified) | 11 | 89 | 4 | 89 | 89 | 94 | 90 | 93
Cc1cc(-c2nnco2)c(C)n1-c1ccc(F)cc1 | 0 | 98 | 1 | 99 | 118 | 133 | 118 | 100
CCCC(=O)Nc1nnc(S(=O)(=O)N(CC)c2ccccc2)s1 | -4 | 108 | 0 | 96 | 89 | 87 | 96 | 100
O=C(O)c1ccc(-c2ccc(O)c(F)c2)cc1 | 2 | 108 | 0 | 104 | 99 | 96 | 101 | 98
CCOC(=O)c1ccc2nc(C)c(CCC(C)=O)c(Cl)c2c1 | 4 | 103 | 1 | 94 | 116 | 113 | 96 | 99
O=C(c1ccc(COCC(F)(F)F)o1)N1CCCC1 | -2 | 100 | 0 | 99 | 100 | 95 | 103 | 99
O=C(COc1cccc(Cl)c1Cl)NC1CC1 | 4 | 77 | 0 | 97 | 91 | 93 | 88 | 95
COc1ccccc1C(=O)N/C(=C\c1cn(S(=O)(=O)N(C)C)c2ccccc12)C(=O)NCCCN1CCOCC1 | 12 | 108 | 4 | 101 | 91 | 113 | 102 | 97
COc1cc(/C=N/N2CCOCC2)ccc1OCc1ccccc1 | 6 | 121 | 2 | 93 | 94 | 102 | 96 | 98
Cc1ccc2c(c1)cc1c(=O)n(CC(=O)NCc3ccccn3)nc(C)n12 | -1 | 84 | 3 | 97 | 96 | 90 | 101 | 98
O=C(N/N=C/c1cn(-c2ccccc2)nc1-c1ccc2c(c1)OCCO2)c1ccncc1 | -8 | 100 | 0 | 105 | 99 | 104 | 103 | 101
CC(C)c1ccccc1NC(=S)NCCCn1ccnc1 | -1 | 104 | 0 | 101 | 102 | 106 | 97 | 104
COc1ccccc1NC(=S)N(CCN1CCOCC1)Cc1ccccc1F | 6 | 86 | 2 | 98 | 91 | 97 | 98 | 94
CC(=O)c1ccc(NC(=O)c2cc(=O)[nH]c3ccccc23)cc1 | -17 | 95 | 0 | 96 | 99 | 101 | 99 | 99

Brought forward from above: 4 compounds, then new ones.
SMILES | VLA-4 inh | Yeast superoxide | GRK2 aptamer HTS | CIT2-GFP yeast | LAP4-GFP MLPCN | MEP2 TOR yeast | AGP1-GFP MLPCN | RPL19A-GFP yeast
O=C(N/N=C/c1cn(-c2ccccc2)nc1-c1ccc2c(c1)OCCO2)c1ccncc1 | -8 | 100 | 0 | 105 | 99 | 104 | 103 | 101
CC(C)c1ccccc1NC(=S)NCCCn1ccnc1 | -1 | 104 | 0 | 101 | 102 | 106 | 97 | 104
COc1ccccc1NC(=S)N(CCN1CCOCC1)Cc1ccccc1F | 6 | 86 | 2 | 98 | 91 | 97 | 98 | 94
CC(=O)c1ccc(NC(=O)c2cc(=O)[nH]c3ccccc23)cc1 | -17 | 95 | 0 | 96 | 99 | 101 | 99 | 99
O=[N+]([O-])c1ccc(C2=CSC3=NCCN23)cc1 | 0 | 105 | 3 | 91 | 116 | 98 | 108 | 99
COc1ccccc1N1CCN(CCN(C(=O)c2ccc(F)cc2)c2ccccn2)CC1 | 18 | 85 | 0 | 88 | 127 | 100 | 90 | 96
Cc1ccc(S(=O)(=O)N2CC=C(C(=O)NCCC(C)C)CC2)cc1 | 9 | 83 | 0 | 103 | 107 | 99 | 103 | 98
Cc1nc(NC(=O)c2ccccc2[N+](=O)[O-])sc1C(=O)N(C)C | 11 | 112 | 0 | 113 | 102 | 105 | 112 | 111
COc1ccc(-c2cc(C(=O)N3CCOCC3)no2)cc1OC | 5 | 96 | 1 | 102 | 109 | 102 | 96 | 102
CCOc1ccc2nc(NC(=O)c3cnc(C)cn3)sc2c1 | 1 | 93 | 1 | 94 | 113 | 103 | 93 | 98
CN1C(=O)N(C)C2C1N(CN1CCCCC1)C(=O)N2CN1CCCCC1 (stereo unspecified) | 12 | 113 | 2 | 119 | 112 | 115 | 111 | 108
Cc1cnc(C(=O)Nc2ccc(OC(F)(F)F)cc2)cn1 | -12 | 102 | 0 | 90 | 92 | 99 | 88 | 97
O=C(O)c1[nH]c2ccc(Br)cc2c1CCN1C(=O)c2cccc([N+](=O)[O-])c2C1=O | -7 | 119 | 2 | 90 | 106 | 101 | 108 | 105
COc1ccccc1N1CCN(CC(=O)Nc2cc(F)ccc2C)CC1 | -3 | 105 | 0 | 95 | 87 | 98 | 95 | 94
C/C(N)=C(/C#N)C(=O)COC(=O)CSc1ccc2ccccc2c1 | 0 | 96 | 0 | nt | 99 | 110 | 109 | 106
CCOC(=O)c1c(O)c2cc(Cl)ccc2n(CC)c1=O | -2 | 108 | 2 | 73 | 122 | 93 | 99 | 101
Cc1cc(OCCCCN2C(=O)NC(C)(C)C2=O)ccc1[N+](=O)[O-] | 34 | 85 | 1 | 98 | 90 | 98 | 95 | 96
CCOc1cc(C)nc(NCc2ccccc2)n1 | -9 | 122 | 0 | 103 | 100 | 100 | 97 | 98
CCN1C(=O)[C@H]2[C@@H](c3ccc(Cl)cc3)N3C(=O)CN(CC4CC4)C(=O)[C@@]3(C)[C@H]2C1=O | 21 | 100 | 3 | 109 | 125 | 97 | 92 | 103
O=C(Nc1ccccc1N1CCOCC1)c1ccc(Cl)nc1 | 15 | 103 | 1 | 99 | 116 | 93 | 100 | 99
CN(CCCN1CCOCC1)C(=O)c1cc(COc2ccc(F)cc2F)on1 | 33 | 117 | 3 | 99 | 86 | 99 | 94 | 99
COc1ccc(N2CCN(C(=O)NC3CCCCC3)CC2)cc1 | 20 | 107 | 2 | 98 | 96 | 101 | 101 | 101
CN(C)c1ccc(/C=N/Nc2ccc(-n3ccnc3)nn2)cc1 | 3 | 101 | 0 | 93 | 96 | 97 | 94 | 97
Cc1cc(C(=O)Nc2ccccc2)c(C)o1 | -2 | 95 | 0 | 96 | 104 | 107 | 98 | 103

Screening data (PubChem)
